# BRCA1 expr up: qHTS Assay to Identify Small Molecule Activators of BRCA1 Expression; MCF7-BRCA1-FFLuc reporter, luminescence, 48 h; response scale: scaled: vehicle 0%, 10 µM genistein 100%; AID 624202, 2012; actives 1.1% (n = 380,000); Potency, µM (doses to about 46.1 µM), for the others: top-dose activation, hits mostly activators; active = well fitted activation curve with a large enough effect; also: nearly all actives have a fitted effect of over 80% in size; some results filed as inactive show a strong effect at the top dose
#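 Quantitative HTS in MCF7 cells stably reporting BRCA1 expression via firefly luciferase. Compound treatment lasts 48 h at 37 °C in phenol-red free MEM. Activation is expressed relative to genistein at 10 microM and DMSO.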
# * marks the source's active call; other numbers are inactive results. Potency is read from the fitted curve at half-maximal effect. These rows are one share of the data; count on the stated rates, not on these rows.
SMILES,BRCA1 expr up
CCCCN(C=O)c1c(CC)nc2c(OCC3CCCCC3)cccn12,-34.0%
COc1ccccc1-c1cc2nc(-c3ccccc3)cc(N3CCN(C(=O)c4ccoc4)CC3)n2n1,-59.3%
COc1ccc(CC(N)c2csc(NC(=O)Nc3ccccc3Cc3ccccc3)n2)cc1 (configuration not stated),-8.6%
Cc1cc(Br)cn2c(Cc3ccccc3)c(-c3ccccc3)nc12,-14.2%
CC1Cc2ccccc2C[N+]1(C)CC(=O)c1ccc(I)cc1 (configuration not stated),0.0%
Cc1ccc2cc(NC(=O)C3(C)CCN3C(C)C)ccc2n1 (configuration not stated),6.8%
COc1ccc(C(=O)N(Cc2ccco2)Cc2cccs2)c(OC)c1,7.0%
CC(C)NC(=O)N(C)C[C@@H]1OCCCC[C@@H](C)Oc2ccc(NC(=O)Nc3ccc(F)cc3)cc2C(=O)N([C@H](C)CO)C[C@@H]1C,0.0%
COC(=O)c1ccc2c(c1)S(=O)(=O)NC2C (configuration not stated),19.1%
CCc1nc2ccc(C(=O)NCCc3ccccn3)cn2c1N(C)Cc1cccs1,6.4%
CC(=O)OC[C@@H]1CN(Cc2cccc(C(F)(F)F)c2)C[C@H](n2cnc3c(NCc4ccco4)ncnc32)O1,12.3%
CCc1nc2c(OC)cccn2c1N(C)C(=O)c1ccccc1F,19.9%
CNS(=O)(=O)c1ccc2c(c1)[nH]c(=S)n2C,-5.2%
CC(C)(C)NC(=O)C1c2ccccc2OCC(=O)N1C1CC1 (configuration not stated),17.4%
CCN(CC)S(=O)(=O)c1ccc(N2CC(C(=O)NCc3ccco3)CC2=O)cc1 (configuration not stated),29.8%
N=C1CCCC1C(=S)SCCC(N)=O (configuration not stated),-8.2%
O=C(c1cccs1)N1C[C@H](n2cc(-c3ccc(F)cc3)nn2)[C@@H](O)C[C@@H]1c1ccc(Cl)cc1,9.3%
CC(C)C[C@H]1CN([C@@H](CC(C)C)CN2CCCC2CN2C(=S)NC[C@@H]2Cc2ccccc2)C(=S)N1CC1CCCCC1 (some centres not stated),16.9%
CNc1cccc(-c2ccc(C(C)=O)s2)n1,6.31µM*
CNc1ncnc2c1ncn2[C@H]1CN(Cc2ccc(-c3ccccc3)cc2)C[C@@H](CO)O1,-5.1%
CC(C)COc1ccc(CC(=O)NO)cc1,10.2%
Cc1noc(C)c1S(=O)(=O)NC(=O)C1(C)CCN1C(=O)c1ccc(C2CCCCC2)cc1 (configuration not stated),-2.6%
CC1(C(=O)NS(=O)(=O)c2cccc(OC(F)F)c2)CCN1C(=O)Cc1ccsc1 (configuration not stated),3.9%
OC[C@@H]1CN(CCN2CCOCC2)C[C@H](n2cnc3c(NC4CCCC4)ncnc32)O1,-15.0%
COc1ccc(C(=O)c2[nH]c(N)c(C(=O)NCCc3c[nH]c4ccccc34)c2-c2ccc(OC)c(OC)c2)cc1,-41.4%

# Records listed above that bear a hit mark in BRCA1 expr up:
SMILES,BRCA1 expr up
CNc1cccc(-c2ccc(C(C)=O)s2)n1,6.31µM*

# Back to the main list, repeating the 3 entries before the break.
SMILES,BRCA1 expr up
CC1(C(=O)NS(=O)(=O)c2cccc(OC(F)F)c2)CCN1C(=O)Cc1ccsc1 (configuration not stated),3.9%
OC[C@@H]1CN(CCN2CCOCC2)C[C@H](n2cnc3c(NC4CCCC4)ncnc32)O1,-15.0%
COc1ccc(C(=O)c2[nH]c(N)c(C(=O)NCCc3c[nH]c4ccccc34)c2-c2ccc(OC)c(OC)c2)cc1,-41.4%
CC(C)CC1C(=O)N(Cc2cn(CCC3OCCO3)nn2)CCS(=O)(=O)N1Cc1ccc(-c2ccc(F)nc2)cc1 (configuration not stated),-5.4%
CCCN(CCC)Cc1cc(=O)oc2cc(C)c(C)cc12,14.3%
Cc1ccc(-c2nc3ccc(Br)cn3c2Cc2ccccc2C(F)(F)F)cc1,60.2%
C[C@@H]1CN([C@@H](C)CO)C(=O)CCCn2nncc2CO[C@H]1CN(C)S(=O)(=O)c1ccccc1F,16.8%
COc1ccc(OC)c(NC(=O)C2(C)CCN2Cc2ccc(SC)cc2)c1 (configuration not stated),-9.7%
OC[C@@H]1CN(CCc2ccccc2)C[C@H](n2cnc3c(NCc4ccc(F)cc4)ncnc32)O1,-14.3%
Cc1ccc(C)c(S(=O)(=O)Nc2ccc(C(=O)N3CCOCC3)cc2)c1,-3.4%
O=C1NCCN(CC2CCN(CCc3ccccc3)CC2)C1=O,7.0%
O[C@H]1C[C@H](c2ccc(Cl)cc2)N(CC2CCCCC2)C[C@@H]1n1cc(-c2ccc(F)cc2)nn1,-27.1%
CC[C@@H]1Cc2[nH][nH]c(=O)c2[C@H](c2ccc(Cl)cc2)O1,22.2%
c1ccc(CNCc2ccc(CNCc3ccccc3)cc2)cc1,-11.5%
C[C@@H]1CN([C@@H](C)CO)C(=O)c2cc(Br)cnc2O[C@H]1CN(C)S(=O)(=O)c1ccccc1,-1.0%
Cc1cc2nc(C(C)(C)C)c(Cc3ccccc3C(F)(F)F)n2c(C)c1Br,-4.4%
CC(=O)c1ccc(-c2cnc3c(NC=O)cc(-c4cccc(C(=O)N(C)C)c4)cn23)cc1,-49.6%
C[C@H]1CN([C@@H](C)CO)C(=O)c2cc(Br)cnc2O[C@H]1CN(C)C(=O)Cc1ccccn1,0.3%
COc1ccc(-c2ccc3nncn3c2)cn1,27.0%
CC(C)Oc1ccc2ccccc2c1CNC[C@H]1O[C@@H](n2ccc(=O)[nH]c2=O)[C@H](O)[C@@H]1O,8.4%
CC(C)c1ccc(NC(=O)C2(C)Cc3c(-c4ccc(N(C)C)cc4)ccnc3O2)cc1 (configuration not stated),-21.3%
COc1cc2nc(N3CCCN(C)CC3)nc(NC3CCCCC3)c2cc1OC,-42.3%
CCCC#Cc1ccc2c(c1)O[C@H](CN(C)S(=O)(=O)c1cccc(OC)c1)[C@H](C)CN([C@H](C)CO)S2(=O)=O,-44.6%
C[C@@H]1CN([C@@H](C)CO)C(=O)CCCn2nncc2CO[C@H]1CN(C)S(=O)(=O)c1cccs1,0.2%
Cc1ccc(C=C(C#N)C(=O)c2ccccc2)cc1,5.5%
O[C@@H]1CN(CC2CCCCC2)[C@@H](c2ccc(Cl)cc2)C[C@H]1n1cc(-c2ccc(F)cc2)nn1,-9.0%
COc1ccccc1C(O)c1nccn1Cc1ccccc1 (configuration not stated),8.2%
O=S(=O)(c1ccc(F)cc1)N1CCN(c2nc(-c3ccccc3)nc3ccccc23)CC1,2.2%

# Additional entries follow:
SMILES,BRCA1 expr up
C[C@H](CO)N1C[C@H](C)[C@@H](CN(C)C(=O)c2ccccn2)Oc2cc(Br)ccc2S1(=O)=O,-4.4%
CCCCn1nnnc1C(c1cccc2ccccc12)N1CCN(C/C=C/c2ccccc2)CC1 (configuration not stated),-15.2%
CC(=O)Nc1cccc(-c2cccc3nccn23)c1,55.5%
CCCNC(=O)c1cc(C2CCCCN2C(=O)OCC(C)C)on1 (configuration not stated),2.5%
CCCCNC(=O)C1(C)CCN1C(=O)c1ccc2sccc2c1 (configuration not stated),1.0%
COc1ccc(C(O)c2nc(-c3ccccc3C)cs2)cc1 (configuration not stated),6.3%
CCN(CC(=O)Nc1ccc(NC(C)=O)cc1)C(=O)C1CC1,-23.9%
COc1cccc(C(C)(O)c2nc(-c3ccc(Cl)cc3)cs2)c1 (configuration not stated),0.0%
COc1cc(Cl)c(CC(=O)NO)cc1OC,0.0%
COc1ccc2nc(-c3ccccn3)ccc2c1,-43.2%
C[C@H](O)[C@@H]1CN2CCc3c([nH]c4ccccc34)[C@@H]2C[C@@H]1N(C)C(=S)NCCc1ccccc1,-19.4%
COc1ccc(-n2c(-c3ccc(C(C)(C)C)cc3)n[nH]c2=S)c(OC)c1,-1.7%
c1ccc(CNc2c(C3CCNCC3)nc3scc(-c4ccccc4)n23)cc1,11.4%
NCCCN(Cc1ccc(Cl)cc1)c1ccc(Br)cn1,-25.6%
Cc1ccccc1S(=O)(=O)NC(=O)C1(C)CCN1C(=O)C1(c2ccccc2)CC1 (configuration not stated),0.3%
O=C(CSc1ccccc1F)NCC(c1ccco1)N1CCCCC1 (configuration not stated),-6.2%
CC1(C(=O)Nc2cccc3ncccc23)CCN1C(=O)CCc1ccccc1 (configuration not stated),0.0%
COc1ccc(-c2csc(C(C)(O)c3ccccc3)n2)cc1 (configuration not stated),57.4%
CN(Cc1ccc(Cl)cc1)C(CCc1ccccc1)C(=O)NC1CCCCC1 (configuration not stated),-13.2%
Cc1cc(C)c(CN2CCN(C(=O)CC[C@H]3O[C@@H](n4ccc(=O)[nH]c4=O)[C@H](O)[C@@H]3O)CC2)c(C)c1,11.5%
Cc1cccc(-c2nnc(SC(C)C(=O)Nc3ccccc3)n2C)c1 (configuration not stated),117.4%
CC(C)(C)OC(=O)N1CCN(C(=O)c2[nH]cnc2C(=O)Nc2ccccc2F)CC1,-2.7%
COc1ccc(OC)c(NC(=O)C2(C)CCN2C(=O)CCC2CCCC2)c1 (configuration not stated),-18.8%
CCNC(=O)C1(C)CCCN(Cc2csc(-c3ccc(Cl)cc3)n2)C1 (configuration not stated),-52.3%
OC[C@@H]1CN(Cc2ccncc2)C[C@H](n2cnc3c(NC4CC4)ncnc32)O1,11.8%

# Arranged by number of heavy atoms (low to high): 6 of the compounds above
SMILES,BRCA1 expr up
CNc1cccc(-c2ccc(C(C)=O)s2)n1,6.31µM*
CCCN(CCC)Cc1cc(=O)oc2cc(C)c(C)cc12,14.3%
COc1ccc(OC)c(NC(=O)C2(C)CCN2C(=O)CCC2CCCC2)c1 (configuration not stated),-18.8%
CCc1nc2ccc(C(=O)NCCc3ccccn3)cn2c1N(C)Cc1cccs1,6.4%
C[C@H]1CN([C@@H](C)CO)C(=O)c2cc(Br)cnc2O[C@H]1CN(C)C(=O)Cc1ccccn1,0.3%
CCCCn1nnnc1C(c1cccc2ccccc12)N1CCN(C/C=C/c2ccccc2)CC1 (configuration not stated),-15.2%

# (list continues)
SMILES,BRCA1 expr up
O=C(NCc1nnnn1-c1ccc(Cl)cc1)c1ccc2c(c1)OCO2,-7.9%
Cc1ccc(Cn2c(C)c(C(=O)NCc3ccc4c(c3)OCO4)sc2=O)cc1,9.0%
CCOc1ccc(CCN2C(=O)C(=O)N([C@@H](CC(C)C)CN3CCC[C@H]3CN3C(=O)C(=O)NC[C@@H]3Cc3ccc(O)cc3)C[C@@H]2Cc2ccccc2)cc1,-9.4%
Clc1ccc(C(c2cccs2)N2CCNCC2)cc1 (configuration not stated),-17.3%
Cc1ccc(CNc2nc3cc(-c4ccccc4)sc3c(=O)n2C)c(C)c1,-13.0%
COC(=O)CCCn1cc(CN2CC(N3CCN(C4CCN(C)CC4)CC3)CS2(=O)=O)nn1 (configuration not stated),13.5%
N#Cc1c(N)[nH]c(C(=O)c2ccccc2)c1-c1ccccc1Br,7.2%
OC[C@H]1O[C@@H](c2nc(-c3ccc(C4OCCO4)cc3)no2)[C@H](O)[C@@H]1O,50.7%
CCN(CC)CCn1c(=S)[nH]c2cc(C(=O)NCc3ccccc3)ccc2c1=O,-28.5%
CC1=C(C(=O)OCc2ccccc2)C(c2ccc(C)cc2)NC(=O)N1 (configuration not stated),1.7%
CC1=C(C(=O)N(C(C)C)C(C)C)CC(CC(=O)NCCN2CCOCC2)C(=O)N1CCCN1CCCC1=O (configuration not stated),1.4%
CC1OC(COCc2ccccc2)Cc2[nH][nH]c(=O)c21 (configuration not stated),33.9%
Cc1cc(=O)[nH]c2nc(N)ccc12,5.0%
Cc1cnc(NC(=O)C2(C)CCN2C(=O)C(C)C)s1 (configuration not stated),22.5%
COc1ccc(NC(=O)N(C)C[C@H]2OCc3cn(nn3)CCCC(=O)N([C@@H](C)CO)C[C@@H]2C)cc1,0.1%
CCOc1cc(C2Nc3ccccc3C(=O)N2Cc2ccco2)ccc1O (configuration not stated),-7.2%
Cc1c(NC(=O)CSc2nnc(-c3ccccc3F)o2)c(=O)n(-c2ccccc2)n1C,1.2%
Cc1onc(-c2ccccc2)c1C(=O)N1CCC(C)(C(=O)NS(=O)(=O)C2CC2)C1 (configuration not stated),1.5%
Clc1ccc2c(Cl)cc[n+](CCC3CCCCC3)c2c1,0.0%
CCOC(=O)N1CCN(/[N+]([O-])=N/Oc2ccc(C(F)(F)F)cc2[N+](=O)[O-])CC1,0.0%
O=C(NCc1ccc(Cl)c(Cl)c1)c1cc(C2CCCCN2C(=O)CCc2ccccc2)on1 (configuration not stated),-29.9%
CCOC1=C2[C@@H](CN(S(=O)(=O)c3ccc(C)cc3)[C@H]2c2ccc(CC)cc2)[C@H]2C(=O)N(C)C(=O)[C@H]2C1,8.7%
COc1ccc([C@H]2C[C@H](O)[C@@H](n3cc(C4CC4)nn3)CN2Cc2cccs2)cc1,16.4%
COc1cc2c(NC3CCN(C)CC3)nc(N3CCCN(C)CC3)nc2cc1OCCCCCC(N)=O,24.9%
CCN(CC(=O)Nc1ccc(NC(C)=O)cc1)CC(=O)Nc1cccc2ccccc12,-15.3%

# Next part:
SMILES,BRCA1 expr up
COc1ccc(Cc2nnc(SC)n2-c2ccc(F)cc2)cc1OC,24.4%
CCc1nc2ccc(C(=O)Nc3cc(-c4ccccc4)ccc3OC)cn2c1N(C)CCC(C)C,0.0%
COc1ccc(S(=O)(=O)N2CCC(C(=O)N[C@@H](C)C(=O)NCc3ccccn3)CC2)cc1,5.8%
COc1cc(N(C)C)c(OC)cc1/C=C1\Cc2ccccc2C1=O,-24.8%
CC1=C(C(=O)N(C)C)CC(CC(=O)NCCCCc2ccccc2)C(=O)N1CCC1=CCCCC1 (configuration not stated),-10.5%
COc1ccc(/C=C/C(=O)OCC(=O)N2c3ccccc3CC2C)c(OC)c1 (configuration not stated),-9.1%
CN1C(=O)[C@H]2[C@@H](c3ccccc3)N[C@]3(CCCN(Cc4ccco4)C3=O)[C@H]2C1=O,8.7%
O=C(CN1CCOCC1)N1c2ccccc2Sc2ccc(Cl)cc21,-4.9%
CC1(C(=O)NS(=O)(=O)c2cccs2)CCN1C(=O)c1cccc(F)c1 (configuration not stated),4.7%

# High-throughput results deposited in PubChem BioAssay by National Center for Advancing Translational Sciences (NCATS).
